# M4 antag: antagonists of human muscarinic M4 receptor (CHRM4). P08173. CHO-hM4 cells, ACh EC80, Fluo-8 calcium fluorescence. inhibition, % at 3 µM. 360,000 tested, 0.73% active;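 active means inhibition above its plate's cutoff, the mean inhibition of sample wells plus 3 SD, cut at about 27% in these data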;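 further: 0% = acetylcholine EC80 with DMSO and 100% = DMSO without agonist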
# Target sequence (P08173 whole entry, looked up): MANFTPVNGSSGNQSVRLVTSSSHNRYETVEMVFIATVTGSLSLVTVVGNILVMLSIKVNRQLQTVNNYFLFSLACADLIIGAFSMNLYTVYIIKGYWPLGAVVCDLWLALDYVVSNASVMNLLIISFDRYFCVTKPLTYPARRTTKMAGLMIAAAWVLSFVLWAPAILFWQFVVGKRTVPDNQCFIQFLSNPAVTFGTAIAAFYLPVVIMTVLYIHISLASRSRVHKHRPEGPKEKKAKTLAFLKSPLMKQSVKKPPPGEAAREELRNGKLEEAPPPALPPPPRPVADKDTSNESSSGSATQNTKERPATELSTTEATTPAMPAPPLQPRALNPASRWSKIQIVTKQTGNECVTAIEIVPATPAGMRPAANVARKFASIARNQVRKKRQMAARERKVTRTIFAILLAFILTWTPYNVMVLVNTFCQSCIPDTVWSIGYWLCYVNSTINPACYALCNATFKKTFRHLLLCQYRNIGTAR
# CRFR2-BP ag: agonists of human CRF-binding protein/CRF-R2 receptor complex; HEK293 CRF-R2/CRF-BP, calcium dye fluorescence (FLIPR); percent of saturating CRF peptide response; activation, % at 13.2 µM; 350,000 tested, 0.46% active;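 active means activation of at least 50%, plus an integration ratio under a set limit after plate pattern correction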;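 further: plate controls were neutral control wells without compound for no effect and CRF at EC100 for full effect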
# M1 antag: blocks human M1 muscarinic receptor; inhibition, % at 3 µM; P11229; AID 588852; CHO-K1 hM1, Fluo-8 calcium fluorescence, ACh EC80 antagonist; 360,000 tested, 1.3% active;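 active means percent inhibition above its own plate's cutoff, namely the mean of that plate's compound wells plus 3 SD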;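 further: peak over basal fluorescence ratio during 140 s after agonist addition; 0% = ACh EC80 plus DMSO and 100% = DMSO alone without agonist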
# Target sequence (P11229 whole entry, looked up): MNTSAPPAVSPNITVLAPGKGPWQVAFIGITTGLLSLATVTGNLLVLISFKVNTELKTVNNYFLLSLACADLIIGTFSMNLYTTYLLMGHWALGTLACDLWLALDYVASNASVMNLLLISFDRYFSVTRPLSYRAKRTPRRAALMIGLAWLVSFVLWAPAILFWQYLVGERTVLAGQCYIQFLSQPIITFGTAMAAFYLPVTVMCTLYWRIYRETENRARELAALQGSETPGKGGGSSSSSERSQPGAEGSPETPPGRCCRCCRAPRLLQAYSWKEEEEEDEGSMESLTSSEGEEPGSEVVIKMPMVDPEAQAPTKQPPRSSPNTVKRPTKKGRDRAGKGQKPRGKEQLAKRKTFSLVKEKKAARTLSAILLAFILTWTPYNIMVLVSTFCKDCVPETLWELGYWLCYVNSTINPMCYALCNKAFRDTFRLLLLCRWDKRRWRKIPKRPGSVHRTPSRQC
# CHRM5 PAM: positive allosteric modulators of human muscarinic M5 receptor; P08912; CHO-K1 hM5, Fluo-8 calcium, ACh EC20 PAM; 0% = ACh EC20, 100% = ACh EC100; activation, % at 3 µM; 360,000 tested, 0.3% active; AID 624038;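 active means activation above the run cutoff, the mean activation of all test compounds plus 3 SD, cut at about 18% in these data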
#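 Measured by: Fluo-8 calcium fluorescence; material: human M5 receptor in CHO-K1 cells; schedule: Post-acetylcholine fluorescence recording 140 s; benchmarks: low control EC20 acetylcholine (0%), high control EC100 acetylcholine (100%); read-out: Max/basal fluorescence ratio as % of EC20–EC100 ACh window; compound: single dose, 3 µM nominal final test concentration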
# CHRM5 antagonist: antagonists of human muscarinic M5 receptor (CHRM5); inhibition, % at 3 µM; P08912; CHO-hM5 cells, Fluo-8 calcium fluorescence, ACh EC80; 360,000 tested, 0.59% active;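 active means inhibition above a per-plate cutoff, the mean of that plate's test compounds plus 3 SD, cut at about 27% in these data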;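 further: 0% = acetylcholine EC80 with DMSO and 100% = DMSO without agonist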
# M1 PAM: positive allosteric modulators of human M1 muscarinic receptor. P11229. 360,000 tested, 0.088% active. CHO-K1 hM1, Fluo-8 calcium fluorescence, ACh EC20; 0% = ACh EC20, 100% = maximal ACh. activation, % at 3 µM; in the data active means activation above about 19%, passing the limit was not always enough
# M4 PAM: positive allosteric modulators of human muscarinic M4 receptor | AID 624126 | 360,000 tested, 0.4% active | activation, % at 3 µM | CHO-K1 hM4/Gqi5, Fluo-8 calcium fluorescence, ACh EC20; 0% = ACh EC20, 100% = maximal ACh;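 active means activation above its plate's cutoff, the mean activation of sample wells plus 3 SD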; further: some results filed as inactive read as strong as hits
# M4 ag: agonists of human muscarinic M4 receptor (CHRM4). 360,000 tested, 0.14% active. CHO-K1 hM4/Gqi5, Fluo-8 calcium fluorescence; vehicle 0%, full acetylcholine response 100%. P08173. activation, % at 3 µM;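 active means activation above the run mean over all test wells plus 3 SD, cut at about 32% in these data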;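 further: peak over basal fluorescence ratio per well then scaled between controls; 0% = DMSO wells and 100% = acetylcholine at EC100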
# CHRM5 agonist: CHRM5 agonism in calcium assay. 360,000 tested, 0.19% active. CHO-K1 hM5 cells, Fluo-8 calcium fluorescence; 0% DMSO wells, 100% maximal acetylcholine response. activation, % at 3 µM;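 active means activation above the run's mean over test compounds plus 3 SD, cut at about 23% in these data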;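 further: signal is peak over basal fluorescence ratio across the kinetic read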
# Starred values were filed as active, the others as inactive; x = not tested or not shown.
SMILES,M4 antag,CRFR2-BP ag,M1 antag,CHRM5 PAM,CHRM5 antagonist,M1 PAM,M4 PAM,M4 ag,CHRM5 agonist
CC1(C(=O)Nc2nccs2)Cc2ccccc2C(=O)O1 (stereo unspecified),3,-0.2,2,1,6,1,2,1,0
COc1cc([N+](=O)[O-])ccc1NC(=O)Cc1ccccc1,-5,-1.6,-3,-3,19,0,-3,0,-1
CCS(=O)(=O)NCCc1cc2ccc(C)cc2[nH]c1=O,-3,-1.0,-7,9,-5,13,13,1,-2
O=C(CCN1C(=O)c2ccccc2S1(=O)=O)Nc1ccccc1,-5,-0.9,-1,-6,6,1,-6,4,1
CC(C)NC(=O)c1onc(CSc2nc3ccccc3[nH]2)c1C(=O)NC(C)C,-11,-1.1,2,-4,12,0,7,1,1
CCN(CC)S(=O)(=O)c1ccc(NN=C2CCN(C)CC2)c([N+](=O)[O-])c1,1,3.3,-3,0,4,4,-7,1,-4
CCOc1ccc(N2C(=O)c3ccccc3NC2(C)CC)cc1 (stereo unspecified),3,-1.6,6,4,1,-1,-2,0,0
CCCCOC(=O)c1[nH]c(C)c(C(=O)OC)c1C,-4,0.4,-3,9,-3,3,10,-1,-4
Fc1ccccc1/C=N/Nc1ncnc2nc[nH]c12,3,-0.2,-5,-3,5,6,-4,-1,1
Cc1c(Br)c([N+](=O)[O-])nn1C(C)C(=O)NCc1cccnc1 (stereo unspecified),-8,1.4,0,0,2,1,7,0,-1
Cc1noc(C)c1NC(=O)N(C)C[C@H]1Oc2ccc(NC(=O)NC(C)C)cc2C(=O)N([C@H](C)CO)C[C@H]1C,-3,0.7,2,7,2,15,17,0,2
CCO[C@@H]1OC(C(=O)N2CCN(Cc3ccc4c(c3)OCO4)CC2)=C[C@H](C2CCCCC2)[C@H]1CCCO,20,1.1,10,-20,19,-6,-9,19,-1
COc1ccc(-n2c(-c3ccccc3)nnc2-c2ccc(Cl)cc2)cc1,10,1.4,-28,-8,2,19,-3,0,-1
O=C(NS(=O)(=O)Nc1ccc(Br)cn1)c1c[nH]c2ccccc12,6,-0.2,-4,-2,13,8,-3,-1,-6
Cc1c(C)c2cc(Cl)c(OCC(=O)Nc3ccccn3)cc2oc1=O,-16,-0.8,-11,-1,-7,0,0,0,1
CCCSc1nc(N2CCOCC2)c2c(c1C#N)CCCC2,0,-0.8,-8,1,-8,-5,0,-2,-5
CCCn1cnc2c(SCc3ccccc3)nc(N)nc21,-1,1.1,20,-2,14,-9,1,0,-3
CCc1ccc(NC(=O)c2[nH]c(C)c(C(C)=O)c2C)cc1,2,0.2,13,-1,12,-4,-7,10,2
COc1ccc(CCNC(=O)Cc2cccs2)cc1OC,5,-0.7,-8,4,-3,10,9,0,1
Cc1oc(/N=C/c2ccc(O)cc2O)c(C#N)c1C,5,5.6,-3,-5,5,6,-3,1,-1
O=C(CCN1C(=O)c2ccccc2S1(=O)=O)Nc1cccc2ccccc12,6,-1.6,10,-4,14,0,-10,1,-2
Cc1nc(C(F)(F)F)ccc1C(=O)N1CCC1(C)C(=O)NS(=O)(=O)c1ccc2ccccc2c1 (stereo unspecified),-13,x,-18,-2,-8,7,2,0,1
O=C(/C=C/c1ccc2ccccc2n1)N1CCN(S(=O)(=O)c2ccccc2F)CC1,11,-0.1,-10,-9,7,1,21,6,-2
COc1ccc(-c2cc(C(=O)NCCCN3CCOCC3)c3cc(C(C)C)ccc3n2)cc1,2,2.1,5,-4,11,-9,-4,15,1
CCN1C(=O)/C(=C/C=C2\N(CC)c3cc(S(=O)(=O)N(C)C)ccc3N2c2ccccc2)SC1=S,12,73*,-10,-3,17,5,11,5,6

# Entries above shown as hits in CRFR2-BP ag:
SMILES,M4 antag,CRFR2-BP ag,M1 antag,CHRM5 PAM,CHRM5 antagonist,M1 PAM,M4 PAM,M4 ag,CHRM5 agonist
CCN1C(=O)/C(=C/C=C2\N(CC)c3cc(S(=O)(=O)N(C)C)ccc3N2c2ccccc2)SC1=S,12,73*,-10,-3,17,5,11,5,6

# Later entries.
SMILES,M4 antag,CRFR2-BP ag,M1 antag,CHRM5 PAM,CHRM5 antagonist,M1 PAM,M4 PAM,M4 ag,CHRM5 agonist
COC(=O)c1ccccc1NC(=O)C1CCN(C(=O)Cc2ccccc2)CC1,7,0.7,5,0,1,-3,-5,1,-1
O=C(Nc1nc2ccccc2[nH]1)c1cc2ccccc2o1,-4,-0.7,-12,-9,4,5,0,4,1
O=C(CSCc1cnn(-c2ccccc2)c1-n1cccc1)NCc1cccnc1,-3,-0.1,-3,-6,4,2,-3,3,-16
Cc1ccc(/C=N/n2c(-c3ccc(Cl)cc3)n[nH]c2=S)o1,-5,1.3,11,-2,8,-4,-4,-1,-5
CCOCCCn1c(=N)c(S(=O)(=O)c2ccccc2)cc2c(=O)n3cc(C)ccc3nc21,-8,6.2,-22,3,1,18,5,3,-4
CC1Cc2ccccc2N1C(=O)CSc1nnnn1Cc1ccccc1 (stereo unspecified),3,0.3,9,-18,12,-5,-8,7,-7
CCN=C1SC(C(=O)Nc2cccc(C)c2)CC(=O)N1CC (stereo unspecified),18,-1.4,33*,-41,16,-10,-8,17,-2
CC1(C(=O)NCC2CC2)Cc2c(-c3ccc4c(c3)OCO4)ccnc2O1 (stereo unspecified),-2,x,-15,4,1,14,5,-1,0
CC(=O)c1cccc(N(CC(=O)NC2CCCCC2)C(=O)CNC(=O)c2cccs2)c1,-4,-2.4,-24,9,-10,14,4,1,0
COc1ccc(S(=O)(=O)N2CCCOC2CNC(=O)C(=O)NCCc2ccco2)cc1 (stereo unspecified),2,-1.6,-1,-2,4,2,-1,1,-1
O=S(=O)(CCSc1nc2ccccc2s1)c1nc2ccccc2s1,-5,3.1,8,-18,-2,-2,-5,5,-10
CCN(CC)C(=O)C1CCCN(C(=O)c2cc(COc3ccc4ncccc4c3)on2)C1 (stereo unspecified),-12,0.7,17,-16,8,-9,-10,18,3
Cc1ccc(C(=O)NN2C(=O)C3C4c5ccccc5C(c5ccccc54)[C@@H]3C2=O)cc1 (stereo partly specified),1,3.7,-10,-2,0,8,-1,0,0
CCOc1ccc(-c2csc(NC(=O)C3CCCO3)n2)cc1 (stereo unspecified),-11,-1.6,-7,-11,6,0,-1,5,6
CCOC(=O)[C@@H]1[C@H]2COc3cc(OC)ccc3[C@@H]2N2C(=O)N(c3ccc(Cl)cc3)C(=O)[C@@]12C,-6,1.9,0,-13,20,-1,-4,8,8
COCCNC(=O)C(c1cccs1)N(Cc1ccccc1)C(=O)Cn1nnc2ccccc21 (stereo unspecified),2,-1.0,-21,-1,-8,3,-2,2,0
CCN(CC)CCNC(=O)CCc1c(C)nc2c(c(C)nn2-c2ccc(C)cc2)c1C,-8,1.2,-5,0,13,2,3,1,-7
CCOC(=O)c1ccc(NC(=O)c2cc(C)nn2-c2ccccc2)cc1,2,-0.5,-9,-2,4,6,-3,1,-2
C[C@@H]1CN([C@@H](C)CO)C(=O)CCCn2nncc2CO[C@H]1CN(C)C(=O)Nc1cccc(Oc2ccccn2)c1,-16,3.1,-10,-2,-7,3,2,1,0
O=C(Nc1ccc(COc2ccccc2)cc1)Oc1ccccc1N1CCOCC1,-7,-0.4,-18,0,4,9,13,2,-2
Nc1ncnc(N)c1N=Nc1ccccc1,3,-0.1,-9,5,-1,0,1,0,0
CCOC(=O)C1=C(C)Nc2sc(C(=O)c3ccc(OC)cc3)c(N)c2C1c1ccc(C(=O)OC)cc1 (stereo unspecified),-12,0.2,4,-6,-6,-2,-10,0,-2
O=c1nc(-c2ccccc2)n(-c2ccc(Cl)cc2)[nH]1,4,91*,-1,1,9,3,4,1,-2
CN(C(=O)c1sc2nc(N3CCCC3)c3c(c2c1N)CC(C)(C)OC3)c1ccccc1,8,-0.7,2,-2,8,1,-9,5,0
N#CC1=C(N)Oc2c(ccc3cccnc23)C1c1ccccc1 (stereo unspecified),-5,-6.6,-9,-1,11,17,15,1,-3

# Continued:
SMILES,M4 antag,CRFR2-BP ag,M1 antag,CHRM5 PAM,CHRM5 antagonist,M1 PAM,M4 PAM,M4 ag,CHRM5 agonist
Cc1ccccc1-c1cc(C(=O)NCc2cccs2)n(CC2CC(c3cccnc3)=NO2)n1 (stereo unspecified),0,-1.2,-2,-2,13,12,14,9,-5
COc1ccc(/C(C)=N/NC(=O)CNC(=O)Cc2ccccc2)c(OC)c1,0,-2.2,-8,3,-1,6,-2,9,3
COc1cc(C2C(C(=O)OCCC#N)=C(C)NC3=C2S(=O)(=O)c2ccccc23)cc(OC)c1OC (stereo unspecified),6,0.0,8,-2,-3,-2,2,2,-1
Cc1ccc(CC(=O)NCCS(=O)c2ccc(Cl)cc2)cc1 (stereo unspecified),3,-2.5,-27,-5,5,12,0,1,-1
CCOC(=O)C1CCN(C(=O)c2cc(OCC)c(OCC)c(OCC)c2)CC1,8,-1.4,9,-3,2,-6,0,1,-4
Nc1c2c(nn1-c1ccccc1)CCC2,-18,0.3,-5,2,4,3,6,-1,-3
COc1ccc(NC(=O)CSc2nccn2-c2ccccc2)cc1,4,-3.3,-12,1,5,4,2,1,-3
COCC(O)Cn1ccnc1N=Nc1ccccc1 (stereo unspecified),-9,x,-9,2,-2,9,8,1,0
CCOCCCN(Cc1cc2cc(C)cc(C)c2[nH]c1=O)C(=O)N(CC)CC,2,-1.3,8,0,0,-1,2,0,0
O=S(=O)(c1ccccc1)c1cnc2ccccc2c1,-4,-3.0,11,6,6,2,2,1,-4
COc1ccc(CN2CCCC(C(=O)c3ccc4c(c3)OCO4)C2)c(F)c1 (stereo unspecified),61*,0.4,93*,-14,-2,-23,-14,4,-10
CCc1ccccc1NC(=O)CSc1ccsc1[N+](=O)[O-],6,-0.7,-12,-3,6,6,-9,0,-4
CCCCCCOc1ccc(N2C(=O)CC(N3CCN(CCN=CC4=C(O)CC(C)(C)CC4=O)CC3)C2=O)cc1 (stereo unspecified),5,1.2,-2,5,5,9,-4,3,1
CN(C)c1ccc(-c2ccnc3c2CC(C)(C(=O)Nc2cccc(N(C)C)c2)O3)cc1 (stereo unspecified),-13,x,-6,-5,-6,7,6,-1,-2
O=C(Cc1cccs1)NNC(=S)NC(=O)c1ccc(F)c(F)c1,-10,0.0,-14,3,-6,10,6,0,1
COc1ccc(Cl)cc1NC(=O)CSc1nnc(Cc2cccn2C)n1-c1ccc(F)cc1,-1,-0.2,-9,-2,3,3,-7,7,1
CC(=O)Oc1cccc(NC(=O)c2cccc(C(=O)Nc3cccc(OC(C)=O)c3)c2)c1,25,0.5,14,-15,6,-5,-12,13,5
CC(C)N(C(=O)Cn1cc(S(=O)(=O)CC(=O)N2CCOCC2)c2ccccc21)C(C)C,4,3.0,-9,0,8,9,0,0,-4
COc1cccc(NC(=O)CN(C)S(=O)(=O)c2ccc3c(c2)NC(=O)CS3)c1,3,-0.8,20,-10,4,-5,-11,22,3

# In the list so far, two have bromine.
SMILES,M4 antag,CRFR2-BP ag,M1 antag,CHRM5 PAM,CHRM5 antagonist,M1 PAM,M4 PAM,M4 ag,CHRM5 agonist
Cc1c(Br)c([N+](=O)[O-])nn1C(C)C(=O)NCc1cccnc1 (stereo unspecified),-8,1.4,0,0,2,1,7,0,-1
O=C(NS(=O)(=O)Nc1ccc(Br)cn1)c1c[nH]c2ccccc12,6,-0.2,-4,-2,13,8,-3,-1,-6

# Source: PubChem BioAssay (several laboratories)
